MT1-MMP act inh – blocks activation of human MT1-MMP | HT1080 RFP-PRO-GFP cells, GFP/RFP ratio fluorescence, overnight; percent of plate control window, DMSO zero | AID 651647 | P50281 | GFP/RFP ratio change, % at 20 µM | 0.061% of 360,000 active;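 active = GFP/RFP ratio change of at least 30% with cell ATP level not reduced by more than half and red fluorescence within 50% of control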; also: strong numbers were not always called active
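Assay system: HT1080 cells carrying an RFP-PRO-GFP reporter | Dosing: Single dose of 20 µM compound, 1% DMSO final | Incubation: Cells overnight before dosing, compound overnight, 37 °C, 5% CO2 | Evaluation: GFP/RFP fluorescence ratio | Control set: DMSO and RFP-L50D-GFP cell wells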
Rpn11 inh – Rpn11 (human) deubiquitinase inhibition | human 26S proteasome, Ub4-pepOG fluorescence polarization; 20S core pre-blocked with epoxomicin | calls only at 20 µM | AID 588493 | 0.59% of 360,000 active | O00487;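 active = inhibition at 20 µM, scaled to each plate's controls, above about 33%, limit read from the data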
Rin1 Abl inh – blocks binding of human Rin1 to Abl. P00519+Q13671. TR-FRET Rin1/Abl binding, biochemical. inhibition, % at 7.35 µM. 0.4% of 360,000 active. AID 588664; in the data active = inhibition above about 5%, passing the limit was not always enough
bovine MsrA act – activators of bovine methionine sulfoxide reductase A; purified bovine MsrA, absorbance read-out; activation, % at 10.6 µM; 0.3% of 360,000 active; AID 602163; in the data active = activation above about 7.5%;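 also: 0% = vehicle and 100% = reference activator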
CSN deneddyl inh – inhibitors of human CSN-mediated cullin deneddylation | Q92905 | Purified CSN, SCF-Nedd8-OG deneddylation, fluorescence polarization | inhibition, % at 12.5 µM | 0.38% of 360,000 active | AID 651999;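 active = pattern-corrected inhibition above about 35%, with an unprinted fluorescence ratio check between 0.5 and 1.5, limit read from the data, passing the limit was not always enough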;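 also: 0% = enzyme with substrate and 100% = substrate without enzyme; some results filed as inactive read as strong as hits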
Target sequence (Q92905 whole entry, looked up, one chain of several): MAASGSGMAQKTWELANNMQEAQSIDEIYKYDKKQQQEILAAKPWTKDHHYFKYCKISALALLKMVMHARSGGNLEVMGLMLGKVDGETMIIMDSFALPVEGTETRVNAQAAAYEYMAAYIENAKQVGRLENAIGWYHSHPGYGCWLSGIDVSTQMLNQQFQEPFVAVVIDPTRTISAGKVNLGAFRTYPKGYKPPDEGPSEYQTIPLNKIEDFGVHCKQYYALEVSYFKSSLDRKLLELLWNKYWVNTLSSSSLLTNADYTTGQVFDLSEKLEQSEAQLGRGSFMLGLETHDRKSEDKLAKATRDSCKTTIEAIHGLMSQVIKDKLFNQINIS
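Assay system: Purified human Csn5 enzyme expressed in HEK293T cells | Amount: Enzyme 0.24 nM | Measured by: Fluorescence polarization readout | Medium: Tris/NaCl/DTT buffer, pH 7.5 | Compound dosing: One concentration, 12.5 µM, 0.25% DMSO | Times: 90 min incubation of compound, enzyme and substrate at room temperature | Control set: no-enzyme wells high, enzyme-with-substrate wells low | Read-out: % inhibition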
MsrA inhibitor – inhibitors of bovine MsrA. purified bovine MsrA, absorbance read-out. inhibition, % at 15.5 µM. 0.75% of 360,000 active; in the data active = inhibition above about 4.5%;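 also: 0% = vehicle wells with enzyme and 100% = reference inhibitor wells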
MLLE-PAM2 inh – inhibitors of microRNA-mediated deadenylation, human PABP1 MLLE binding. P11940. GST-MLLE / FITC-PAM2 fluorescence polarization. inhibition, % at 20 µM. 0.36% of 360,000 active; in the data active = inhibition above about 35%, passing the limit was not always enough;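 also: plate controls were DMSO wells with GST-MLLE for no effect and wells lacking GST-MLLE protein for full effect; some results filed as inactive read as strong as hits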
eLon inh – inhibitors of E. coli Lon protease; purified E. coli Lon protease, fluorescence polarization; inhibition, % at 7.94 µM; 0.42% of 360,000 active; AID 602123; in the data active = inhibition above about 13%, passing the limit was not always enough;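 also: 0% = enzyme with probe and DMSO and 100% = no enzyme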
Target sequence (P0A9M0 whole entry, looked up): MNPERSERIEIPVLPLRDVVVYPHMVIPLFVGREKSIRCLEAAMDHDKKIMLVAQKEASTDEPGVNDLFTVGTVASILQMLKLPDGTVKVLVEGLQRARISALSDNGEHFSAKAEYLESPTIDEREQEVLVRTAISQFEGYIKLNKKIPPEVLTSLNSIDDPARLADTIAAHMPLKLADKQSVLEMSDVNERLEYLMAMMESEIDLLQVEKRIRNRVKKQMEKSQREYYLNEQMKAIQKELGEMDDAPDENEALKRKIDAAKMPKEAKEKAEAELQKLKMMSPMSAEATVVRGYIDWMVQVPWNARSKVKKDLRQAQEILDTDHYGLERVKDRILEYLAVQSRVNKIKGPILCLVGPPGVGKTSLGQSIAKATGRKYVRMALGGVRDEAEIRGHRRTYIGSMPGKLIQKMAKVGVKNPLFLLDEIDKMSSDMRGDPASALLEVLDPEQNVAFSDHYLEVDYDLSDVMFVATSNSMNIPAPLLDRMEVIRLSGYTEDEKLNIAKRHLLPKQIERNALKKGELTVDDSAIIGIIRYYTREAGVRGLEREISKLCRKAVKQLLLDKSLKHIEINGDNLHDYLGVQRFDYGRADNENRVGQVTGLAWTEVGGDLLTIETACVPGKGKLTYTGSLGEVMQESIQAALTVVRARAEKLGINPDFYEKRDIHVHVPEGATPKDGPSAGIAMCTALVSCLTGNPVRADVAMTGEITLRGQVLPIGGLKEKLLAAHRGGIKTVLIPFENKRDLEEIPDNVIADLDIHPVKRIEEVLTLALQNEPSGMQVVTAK
FAS-TE inh – FAS thioesterase (human) inhibition; recombinant FAS-TE, OMFH fluorogenic substrate, fluorescence endpoint; inhibition, % at 15 µM; 0.67% of 360,000 active;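 active = compounds whose normalised, plate-corrected inhibition of enzyme fluorescence in the single-dose primary screen is 50% or more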;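 also: 0% = DMSO with enzyme and 100% = substrate without enzyme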
Active calls of the source: *; i = inactive; x = no result given; & = joins results of further samples.

SMILES	MT1-MMP act inh	Rpn11 inh	Rin1 Abl inh	bovine MsrA act	CSN deneddyl inh	MsrA inhibitor	MLLE-PAM2 inh	eLon inh	FAS-TE inh
CC(=O)Cn1c(C(F)(F)F)nc2ccccc21	-4	i	0	-3	3	-0.4	-2	-15	-4
O=C(O)COCC(=O)Nc1ccc(OCCc2ccccc2)cc1	-7	i	0	0	5	0.1	1	-7	-1
COc1cccc(C(C(=O)NC2CCCCC2)N(C(=O)c2ccco2)c2ccccc2OC)c1 (stereo not given)	2	i	4	4	1	0.4	-5	4	4
CS(=O)(=O)N(CC(=O)N1CCN(c2ccc(F)cc2)CC1)C1CCCCC1	-1	i	-2	-2	-5	-1.8	10	-2	-5
O=C1CCC(=O)N1OCCOc1ccc2c(c1)CCC2	-1	i	-2	-2	4	-0.6	-7	0	-4
O=[N+]([O-])c1ccc(S(=O)Cc2ccccc2)c([N+](=O)[O-])c1 (stereo not given)	2	i	6	1	-1	0.9	27	-4	34
Cc1c(Cl)c(C(=O)NNC(=S)Nc2ccc(F)cc2)nn1C	1	i	0	-2	-1	0.8	-20	-7	-10
CCOC(=O)C1(C)C(C(=O)OC)=C(c2ccc(OC)cc2)c2ccccc2N1C(=O)OC (stereo not given)	-2	i	0	-1	-4	1.2	-91	-7	4
CC(C)N1C(=O)CCC1C(=O)NC1CCCC1 (stereo not given)	1	i	-4	-1	-6	0.1	12	-2	-5
O=C(NC1CCCCC1)C1CCCN1S(=O)(=O)c1ccc(Cl)cc1 (stereo not given)	1	i	2	2	0	1.3	4	-12	1
Cc1ccc(C2C(C(=O)c3sc(C)nc3C)=C(O)C(=O)N2CCN2CCOCC2)o1 (stereo not given)	4	i	2	-5	3	1.1	1	-16	-6
O=C(C1CCN(S(=O)(=O)c2ccccc2F)CC1)N1CCc2ccccc2C1	1	i	1	1	2	-1.5	4	-10	8
Cn1c(C(=O)O)cc2cc(Oc3ccccc3)ccc21	-3	i	2	-3	-1	-0.1	5	0	3
O=C(NC1CCCCC1)C(c1ccccc1)N(Cc1ccc2c(c1)OCO2)C(=O)c1cnsn1 (stereo not given)	-15	i	3	-6	1	0.3	5	0	19
O=C(Cc1cnc2ncnn2c1)N1CCc2c([nH]c3ccccc23)C1c1ccccc1F (stereo not given)	-1	i	2	-3	3	0.7	-4	1	4
CN1C(=O)C(Cc2cnc[nH]2)NC1=S (stereo not given)	5	i	2	0	-1	-0.5	-18	-2	-2
COc1ccccc1-n1c(-c2ccccc2)c[n+]2c1CCc1ccccc1-2	-20&-10	i	0&7	-2&-9	-2&3	-1.1&0.9	-16&9	8&7	-5&0
CC(=O)Nc1ccc(NC(=O)CSc2ccc3nnc(-c4ccccn4)n3n2)cc1	-1	i	0	-1	3	-0.8	14	-5	-3
CCC(C)NC(=O)CC(C)C (stereo not given)	2	i	-1	-5	1	1.2	9	1	-8
Cc1cc(C)cc(Nc2cc(C)nc3ncnn23)c1	1	i	-2	-3	-3	0.8	18	1	-5
Cc1cc(C(=O)N/N=C/c2cn(C)nc2C)c2ccccc2n1	-1	i	1	1	3	-0.6	6	-2	-4
O=C(CN1CCN(CC(=O)Nc2ccc(Cl)cc2)CC1)Nc1ccc(F)cc1	6	i	0	-8	-2	0.4	-3	3	3
COc1ccc(C2SCC(=O)N2CCc2ccc(OC)c(OC)c2)cc1 (stereo not given)	-14	i	0	-4	4	-0.9	7	0	-5
COc1ccc(CC(=O)N2CCc3cc(OC)c(OC)cc3C2O)cc1OC (stereo not given)	-1	i	-2	-2	-5	1.1	-3	-7	-5
CCc1ncc(C(O)c2cccc3ccccc23)n1C (stereo not given)	-6	i	-3	-10	-2	0.1	1	-5	-8

(more compounds)
SMILES	MT1-MMP act inh	Rpn11 inh	Rin1 Abl inh	bovine MsrA act	CSN deneddyl inh	MsrA inhibitor	MLLE-PAM2 inh	eLon inh	FAS-TE inh
CCn1c(CCn2c3ccccc3c3ccccc32)n[nH]c1=S	3	i	5	-8	1	-0.2	14	3	-2
CCCCN1C2=NCCCN2c2ccccc21	1	i	0	-2	1	0.5	9	0	-6
COc1ccc(-c2ccc3ccccc3n2)cc1OC	2	i	-2	-4	-8	2.5	0	3	2
Cc1ccc(S(=O)(=O)N2CCOCC2)cc1NC(=O)COC(=O)c1n[nH]c(=O)c2ccccc12	4	i	0	-2	-5	0.9	-3	-8	-6
COCC(C)n1c(SC(C)C(=O)NC2CCCCC2C)nc2ccccc2c1=O (stereo not given)	-2	i	0	-1	1	-0.6	-15	-8	-4
OC(CN1CCN(c2cccc(C(F)(F)F)c2)CC1)c1c[nH]c2ccccc12 (stereo not given)	4	i	4	-2	-4	-0.7	-1	-6	11
CC(c1ccco1)N(C(=O)Nc1ccccc1)C1CCCCC1 (stereo not given)	3	i	-5	-1	0	-0.9	-5	6	2
COc1ccc2c(=O)c(-c3ccc(C)cc3)c(-c3ccccc3)oc2c1	-5	i	0	-11	-1	0.6	-7	-13	3
CSc1ccccc1NC(=S)Nc1ccccc1C(F)(F)F	9	i	3	-3	-2	-0.1	14	5	-7
Cc1ccc(S(=O)(=O)N2CCCC(C(=O)NCc3ccccc3F)C2)cc1 (stereo not given)	-5	i	-3	-1	4	1.0	14	5	1
COc1ccc(-c2c(C)nn3c(C)cc(C)nc23)cc1	8	i	-3	-6	-3	0.4	1	-2	-1
CCOC(=O)C(N=Nc1nn[nH]n1)C(C)=O (stereo not given)	4	i	-1	-4	-1	1.9	8	0	-6
CC(C)N1C(=O)C(=O)N(CC(=O)N2c3ccccc3NC(=O)CC2C)C1=O (stereo not given)	3	i	-2	-7	5	-1.1	13	17	-7
Cn1c(Cc2cccs2)nnc1SC/C=C/c1ccccc1	-7	i	-3	-3	-2	-0.4	-8	1	-6
CCCCOC(=O)CNc1nnc(SCC(=O)OCC)[nH]c1=O	8	i	4	-1	5	0.6	38*	-7	50*
O=C(NCCCN1CCOCC1)c1onc(CSc2nc3ccccc3[nH]2)c1C(=O)NCCCN1CCOCC1	-1	i	1	1	-2	-0.9	-3	11	-6
CC(=O)Nc1cncc(-c2cccc(N(C)C)c2)n1	4	i	5	-1	-1	0.6	-1	2	-5
C#CCSc1n[nH]c(=O)n1-c1cccc(C(F)(F)F)c1	6	i	1	0	-1	-0.7	-16	5	-4
Cc1sc(NC(=O)CN(Cc2ccc(F)cc2)C(=O)C(C)C)c(C(N)=O)c1C	4	i	8	3	2	0.9	-1	-6	-4
Cc1ccn2c(NC3CCCC3)c(-c3ccccn3)nc2c1	0	i	-4	-7	-4	0.7	6	-18	-9
COc1ccc(NC(=O)CCC(=O)N/N=C/c2cn(C)nc2C)cc1	0	i	-4	-4	-5	-0.6	8	4	-7
CCc1nnc(NC(=O)CSc2nnc(-c3ccccc3O)n2CC)s1	0	i	-3	-5	2	-1.3	-8	-6	-7
O=C(CSc1nnc(CNC(=O)c2c(F)cccc2F)o1)NCCc1ccccc1	-1	i	2	-5	3	0.9	12	-9	-2
CCc1c(C)[nH]c2nc3ccccc3n2c1=O	0	i	4	-3	-3	1.6	-23	7	-7
CCCCC(NC(=O)c1ccc(C#N)cc1)C(=O)NCCC (stereo not given)	-2	i	2	-6	-4	-0.8	1	12	1

Brought forward from above: 2 compounds, then new ones.
SMILES	MT1-MMP act inh	Rpn11 inh	Rin1 Abl inh	bovine MsrA act	CSN deneddyl inh	MsrA inhibitor	MLLE-PAM2 inh	eLon inh	FAS-TE inh
CCc1c(C)[nH]c2nc3ccccc3n2c1=O	0	i	4	-3	-3	1.6	-23	7	-7
CCCCC(NC(=O)c1ccc(C#N)cc1)C(=O)NCCC (stereo not given)	-2	i	2	-6	-4	-0.8	1	12	1
CCOc1ccc(-c2noc([C@@H]3O[C@H](CO)[C@@H](O)[C@H]3O)n2)cc1	-3	i	0	-2	-2	0.3	-2	1	-7
COc1ccccc1Nc1nc2c(s1)CCC2	1	i	1	-3	1	1.0	33	-6	-3
CCCCCNCc1cccn1C	1	i	-5	-1	-3	0.0	1	0	-7
Cc1cccc(/C=N/NC(=O)c2ccncc2)n1	0	i	-3	-5	-4	1.4	1	3	-2
CCOC(=O)C(NC(=O)c1ccccc1)(OCc1ccccc1)C(F)(F)F (stereo not given)	-2	i	2	3	3	0.1	8	1	2
COc1ccc2[nH]cc(CCNC(=O)C3CCCNC3=O)c2c1 (stereo not given)	4	i	2	-11	-3	-1.9	-9	-8	-10
CCC(C(=O)Nc1cc(C)cc(C)n1)c1ccccc1 (stereo not given)	-18	i	2	-3	-2	-0.6	7	3	6
Cc1ccc(C(=O)N2CCCC(CCC(=O)N3CCN(c4ccccn4)CC3)C2)cc1C (stereo not given)	-2	i	9.4*	-1	2	0.0	-5	-6	-9
O=C(NCc1ccc(Cl)cc1)c1ccc(COCC(F)(F)F)o1	4	i	1	-1	-2	0.1	7	-4	4
Cn1c(=O)c2c(O)c(C=NCc3ccccc3)c(=O)n(C)c2n(C)c1=O	1	i	1	0	1	1.9	-2	-1	-7
COc1ccc(-c2cn(-c3ccc(C)cc3C)c(=S)[nH]2)cc1OC	2	i	1	-6	-8	-0.2	19	3	1
COc1ccc(CCNC(=O)/C(C#N)=C2\N=C(NC(=O)c3cccs3)c3ccccc32)cc1	-2	i	1	-9	3	1.8	-1	-13	19
C/C(CC(=O)Nc1cccc(Cl)c1C)=N\NC(=O)Cc1csc(N)n1	1	i	-1	-2	-1	-0.1	17	-4	-7
CC(C)(C)OC(=O)NCCc1onc(-c2cccc([N+](=O)[O-])c2)c1C(=O)O	8	i	-1	5	1	-0.4	0	-7	81*
Cc1cccc(C)c1OCCOC(=O)c1cccc(S(=O)(=O)N2CCOCC2)c1	2	i	1	-3	1	-0.1	11	9	24
O=C(O)CC(C(=O)OC1CCCCC1)N1CCOCC1 (stereo not given)	-1	i	-3	-3	-1	x	-6	-4	-8
O=c1oc2ccccc2n1Cc1cccc(Cl)c1	0	i	-1	-2	-1	0.7	1	6	12
O=c1c2ccccc2nc2n1C(CSCc1cccc(C(F)(F)F)c1)CS2 (stereo not given)	4	i	-3	-10	-5	0.9	2	-1	5
CCc1ccc(C(=O)COC(=O)c2cccnc2Cl)cc1	3	i	3	-10	-3	1.4	-10	-7	4
CCOC(=O)c1ccccc1NC(=S)N1CCCCC1	-2	i	0	-2	1	-0.1	-37	4	-3
Cc1cc(-c2nc(C)c(C(=O)NNS(=O)(=O)c3ccc(Cl)cc3Cl)s2)no1	1	i	-4	-3	0	0.3	0	5	-1

Complete entries, looked up by structure. Values in the order: MT1-MMP act inh | Rpn11 inh | Rin1 Abl inh | bovine MsrA act | CSN deneddyl inh | MsrA inhibitor | MLLE-PAM2 inh | eLon inh | FAS-TE inh
CCOC(=O)C(NC(=O)c1ccccc1)(OCc1ccccc1)C(F)(F)F (stereo not given) is entered as -2 | i | 2 | 3 | 3 | 0.1 | 8 | 1 | 2
O=c1oc2ccccc2n1Cc1cccc(Cl)c1 is entered as 0 | i | -1 | -2 | -1 | 0.7 | 1 | 6 | 12
CCOc1ccc(-c2noc([C@@H]3O[C@H](CO)[C@@H](O)[C@H]3O)n2)cc1 is entered as -3 | i | 0 | -2 | -2 | 0.3 | -2 | 1 | -7

Of the compounds above, these have a nitro group on carbon:
SMILES	MT1-MMP act inh	Rpn11 inh	Rin1 Abl inh	bovine MsrA act	CSN deneddyl inh	MsrA inhibitor	MLLE-PAM2 inh	eLon inh	FAS-TE inh
O=[N+]([O-])c1ccc(S(=O)Cc2ccccc2)c([N+](=O)[O-])c1 (stereo not given)	2	i	6	1	-1	0.9	27	-4	34
CC(C)(C)OC(=O)NCCc1onc(-c2cccc([N+](=O)[O-])c2)c1C(=O)O	8	i	-1	5	1	-0.4	0	-7	81*
